Assay outcomes: PubChem, Sanford-Burnham Center for Chemical Genomics
ATG4B inh = inhibitors of human ATG4B cysteine protease; Q9Y4P1; ATG4B cleavage of LC3-PLA2, NBD-HPC fluorescence, 1 h; inhibition, % at 8.33 µM; actives 0.51% (n = 340,000); AID 504462; in the data active means inhibition above about 40%
Target sequence (Q9Y4P1 whole entry, looked up): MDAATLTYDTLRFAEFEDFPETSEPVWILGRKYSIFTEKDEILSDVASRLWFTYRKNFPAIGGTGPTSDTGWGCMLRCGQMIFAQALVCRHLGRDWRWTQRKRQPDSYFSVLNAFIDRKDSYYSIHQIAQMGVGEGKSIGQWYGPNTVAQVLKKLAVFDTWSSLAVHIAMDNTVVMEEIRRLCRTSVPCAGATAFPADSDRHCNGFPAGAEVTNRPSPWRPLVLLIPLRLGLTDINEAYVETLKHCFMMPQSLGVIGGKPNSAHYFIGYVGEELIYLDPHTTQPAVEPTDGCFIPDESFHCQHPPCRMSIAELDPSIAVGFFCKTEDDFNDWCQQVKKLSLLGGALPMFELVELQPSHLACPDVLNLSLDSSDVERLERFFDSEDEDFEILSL
MPTP inh = blocks calcium-induced mitochondrial swelling; inhibition, % at 10 µM; isolated mouse mitochondria, Ca2+ swelling absorbance, 30 min; AID 602449; actives 1.4% (n = 360,000);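 active means inhibition of 50% or more, scaled per plate between neutral and stimulator controls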;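 further: 0% = DMSO wells given calcium and 100% = 1 mM EGTA wells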
NR3A LBD binder = modulates the human NR3A ligand-binding domain | Tm shift relative to glycine control, % at 25 µM | AID 1259313 | actives 2.5% (n = 340,000) | NR3A LBD differential scanning fluorimetry, Tm shift; 0% = protein alone, 100% = glycine-bound protein;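 active means melting temperature shift of at least 10% of the positive control shift, at one fixed dose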
PfG6PD inh = PfG6PD (Plasmodium falciparum) enzyme inhibition | inhibition, % at 20 µM | AID 504690 | PfGluPho enzyme, NADPH resazurin-diaphorase fluorescence | actives 0.78% (n = 350,000);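 active means inhibition reaching at least a set limit at 20 µM in the primary screen, cut at about 59% in these data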;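 further: 0% = DMSO wells with substrate and 100% = DMSO wells lacking glucose-6-phosphate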
SENP6 block = blocks the human protease SENP6; Q9GZR1; Recombinant SENP6 catalytic domain, aminoluciferin luminescence; inhibition, % at 10 µM; actives 1.8% (n = 330,000); AID 2599;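 active means inhibition above about 50% at the single tested dose, limit read from the data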;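 further: plate controls were DMSO wells with enzyme for no effect and DMSO wells lacking enzyme for full effect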
hIAP act = increases human intestinal alkaline phosphatase activity; P09923; purified human IAP, CDP-Star luminescence, 30 min; hits give high values; 1 = vehicle-only enzyme, 0 = enzyme-free background; activation factor at 10 µM; actives 0.16% (n = 330,000); AID 2524;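 active means activation factor of the enzyme at least 2-fold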; further: the source names both 10 and 20 µM as test concentration; values of inactives mirror those of a sister screen read the other way
SENP8 block = blocks human SENP8 cleavage of Nedd8 substrate; Q96LD8; recombinant SENP8, Nedd8 substrate fluorescence; inhibition, % at 20 µM; actives 0.64% (n = 360,000); in the data active means inhibition mostly above about 40%, no sharp cut-off; inactive means mostly below about 27%
Target sequence (Q96LD8 whole entry, looked up): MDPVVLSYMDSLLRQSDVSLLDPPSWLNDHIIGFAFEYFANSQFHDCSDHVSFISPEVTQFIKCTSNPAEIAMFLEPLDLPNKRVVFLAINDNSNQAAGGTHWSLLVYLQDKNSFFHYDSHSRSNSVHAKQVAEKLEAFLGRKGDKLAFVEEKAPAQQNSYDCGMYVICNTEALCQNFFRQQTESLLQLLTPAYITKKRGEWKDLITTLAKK
SENP1 inh = SENP1 (human) catalytic domain inhibition. Q9P0U3. recombinant SENP1 catalytic domain, CyPet-SUMO1-YPet FRET cleavage. inhibition, % at 10 µM. actives 0.21% (n = 360,000). AID 624204;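 active means inhibition at least 30% at 10 µM, raw YFP signal under a set limit, fluorescence ratio 0.5 to 1.5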;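 further: 0% = enzyme with DMSO and 100% = no enzyme wells; some results filed as inactive read as strong as hits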
Target sequence (Q9P0U3 419-644 limits assumed): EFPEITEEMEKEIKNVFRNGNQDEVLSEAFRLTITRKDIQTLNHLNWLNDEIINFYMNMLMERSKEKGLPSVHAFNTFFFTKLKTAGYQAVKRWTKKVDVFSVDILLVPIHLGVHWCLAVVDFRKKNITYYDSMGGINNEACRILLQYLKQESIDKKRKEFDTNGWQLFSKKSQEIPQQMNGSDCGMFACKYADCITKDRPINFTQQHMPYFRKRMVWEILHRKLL
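Assay system: hSENP1 catalytic domain, recombinant. Amount: SENP1 enzyme, 20 pM final. Schedule: 50 min reaction, RT, dark. Technique: FRET, CFP and YFP emission. Control set: no-enzyme wells low, DMSO-plus-enzyme wells high control.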
* hit, by the source's call; nt = not tested or not shown.

Structure	ATG4B inh	MPTP inh	NR3A LBD binder	PfG6PD inh	SENP6 block	hIAP act	SENP8 block	SENP1 inh
O=C(Cn1nc(Cc2cccnc2)c2ccccc2c1=O)Nc1cccnc1Cl	-9.8	0.6	-0.7	3.4	7.9	1.07	7.4	1.3
COc1ccccc1N(C(=O)CCl)c1cn(C(C)=O)c2ccccc12	-1.7	1.4	0.9	-12.7	-7.6	0.899	24.4	-3.2
CCc1ccccc1N(CC(=O)NCc1ccco1)C(=O)CCC(=O)Nc1nccs1	-20.4	0.3	0.5	-5.5	-10.3	0.984	5.7	1.5
COc1ccc(NC(=O)N(C)C[C@H]2Oc3ccc(NC(=O)CCC(F)(F)F)cc3C(=O)N([C@H](C)CO)C[C@@H]2C)cc1	-14.2	0.1	-1.0	2.3	-13.1	1.07	-4.6	2.8
O=S(=O)(c1ccc(Br)cc1)c1nc(-c2ccccc2)oc1NCc1cccnc1	-16.0	3.0	-6.9	2.5	7.4	0.958	-55.1	1.6
O=C(N=c1ccn(-c2nc3ccccc3nc2NS(=O)(=O)c2ccc(Cl)cc2)cc1)c1cccs1	6.1	10.7	-1.7	-14.6	-6.2	0.866	-352.9	-32.1
CCCc1nc(SCC(=O)NCC2CCCO2)c2c(=O)n(C)c(=O)n(C)c2n1 (stereo not given)	-7.0	1.0	-8.0	0.8	-5.2	0.871	1.8	1.2
O=C(NC1CCCc2ccccc21)c1ccc(=O)[nH]c1 (stereo not given)	0.4	0.4	-0.4	-7.8	-4.1	1.18	25.9	1.3
CCOC(=O)/C=C/C(=O)OCC(=O)Nc1ccc(Cl)cc1Cl	-18.3	4.7	1.2	16.6	9.9	1.02	-26.1	0.3
COCCn1c(C)cc(C(=O)CSc2cc(C)c3ccc(OC)cc3n2)c1C	28.9	2.3	-1.9	24.5	-0.2	0.879	-6.0	-22.6
c1ccc(CCc2nn3c(Cn4cnc5ccccc54)nnc3s2)cc1	-3.0	2.6	-0.3	58.9	-19.6	0.989	6.7	0.2
CCOC(=O)C1CCN(C(=O)c2cc3c(s2)-c2ccccc2OC3)CC1	6.3	-0.2	1.6	-6.0	35.2	0.875	-424.2	0.2

Next results
Structure	ATG4B inh	MPTP inh	NR3A LBD binder	PfG6PD inh	SENP6 block	hIAP act	SENP8 block	SENP1 inh
O=C(CSc1cn(CCNC(=O)c2ccccc2)c2ccccc12)NCC1CCCO1 (stereo not given)	-10.7	2.4	3.8	12.8	7.2	1.06	-1.1	0.4
Cc1ccc(CNC(=O)CCC(=O)Nc2nnc(C)s2)cc1	-6.1	-0.3	-1.9	0.5	-12.8	1.24	15.3	2.5
CCCc1cc(=O)[nH]c(SCCc2ccccc2)n1	-3.9	-0.4	-1.4	11.9	-9.3	1.14	34.3	-4.3
O=C(/C=C/Nc1ccc(Br)cc1F)c1ccco1	7.5	2.0	-14.1	24.4	94.9*	1.13	-409.9	-114.2
O=C(COC(=O)CCCC1=NS(=O)(=O)c2ccccc2N1)Nc1ccc(Br)cc1	-3.7	-0.4	-5.5	-18.7	-6.6	1.02	8.4	0.0
CC(=O)Nc1ccc(C2(c3ccc(NC(C)=O)cc3)C(=O)Nc3ccccc32)cc1	5.1	-0.2	5.4	-25.8	2.4	1.22	0.2	1.1
O=C(COc1ccccc1F)NCC(c1ccco1)N1CCCC1 (stereo not given)	-11.4	-1.2	-0.6	-9.1	1.3	1.13	6.9	-2.4
Cc1cc(NC(=O)CN(C)S(=O)(=O)c2cnc[nH]2)ccc1Br	-4.1	-0.9	0.4	-4.1	1.9	1.05	7.2	2.6
CN(c1ccccc1)S(=O)(=O)c1cccc(NC(=O)CN2CCCc3ccccc32)c1	8.7	24.9	-3.9	34.2	-2.6	0.882	-15.0	-3.7
Cc1ccc(C2=CC(=O)C[C@H](c3ccc(Cl)cc3)C2)cc1	11.3	1.4	-4.0	13.7	-17.8	0.979	19.2	4.1
Cc1ccc(S(=O)(=O)NCCC(=O)OCC(=O)NCCc2ccccc2)cc1C	-7.2	-0.1	1.6	-6.1	-12.1	1.11	9.9	0.4
CC1(C)NC(=O)N(CC(=O)Nc2cc(C(F)(F)F)cc(C(F)(F)F)c2)C1=O	-0.3	-1.0	4.6	7.2	8.6	1.02	1.6	-0.1

Entries of single compounds, quoted from the list. Order of values: ATG4B inh | MPTP inh | NR3A LBD binder | PfG6PD inh | SENP6 block | hIAP act | SENP8 block | SENP1 inh
`CC1(C)NC(=O)N(CC(=O)Nc2cc(C(F)(F)F)cc(C(F)(F)F)c2)C1=O` in the list: -0.3 | -1.0 | 4.6 | 7.2 | 8.6 | 1.02 | 1.6 | -0.1
`O=C(/C=C/Nc1ccc(Br)cc1F)c1ccco1` in the list: 7.5 | 2.0 | -14.1 | 24.4 | 94.9* | 1.13 | -409.9 | -114.2
`Cc1ccc(S(=O)(=O)NCCC(=O)OCC(=O)NCCc2ccccc2)cc1C` in the list: -7.2 | -0.1 | 1.6 | -6.1 | -12.1 | 1.11 | 9.9 | 0.4
`O=C(COC(=O)CCCC1=NS(=O)(=O)c2ccccc2N1)Nc1ccc(Br)cc1` in the list: -3.7 | -0.4 | -5.5 | -18.7 | -6.6 | 1.02 | 8.4 | 0.0

The list goes on:
Structure	ATG4B inh	MPTP inh	NR3A LBD binder	PfG6PD inh	SENP6 block	hIAP act	SENP8 block	SENP1 inh
Cc1ccc(C)c(NC(=O)CCN2CCN(C)CC2)c1	-12.1	-2.0	1.9	-6.1	-7.9	1.46	2.6	2.3
Cc1ccc(NC(=O)CN2CCCCCC2)cc1[N+](=O)[O-]	-6.0	-3.0	0.0	-2.5	-7.0	0.807	-15.4	1.9
COc1ccc(-c2csc3ncnc(Oc4ccc5c(C)cc(=O)oc5c4)c23)cc1	0.1	-0.3	-0.9	-4.3	-24.7	0.89	11.4	2.5
COc1ccccc1NC(=O)c1nn(-c2cccc(C(F)(F)F)c2)ccc1=O	-6.0	0.6	-2.1	18.5	-4.3	0.812	22.4	5.1
CSc1ncccc1C(=O)NCCc1ccc(S(N)(=O)=O)cc1	-4.7	-0.7	-4.5	4.0	6.6	0.964	1.5	1.2
COc1ccc(NC(=O)c2cccc(OS(=O)(=O)N(C)C)c2)cc1	0.7	1.5	11.7*	11.7	17.4	1.11	6.7	2.4
Cc1ccccc1OCCCC(=O)Nc1nccs1	-6.0	1.0	-1.3	-0.1	-20.7	0.952	7.6	1.6
CC1CCN(c2c(NCc3ccc(C(=O)N(C)C4CCCCC4)cc3)c(=O)c2=O)CC1	-9.6	0.6	-0.7	-10.9	-1.8	1.02	22.9	2.9
CC(C)Nc1nnc(SCc2cc(=O)n3ccsc3n2)s1	1.0	-0.2	-0.5	2.2	-7.2	1.07	-28.1	1.9
COc1cccc2c1cc1c(=O)n(CC(=O)NCCCN3CCN(C)CC3)nc(C)n12	5.6	-1.4	1.7	-3.6	4.9	0.568	-328.7	0.4
CN(C)S(=O)(=O)c1cccc(C(=O)NC2CCCc3ccccc32)c1 (stereo not given)	0.6	0.9	1.4	6.9	-14.0	1.06	33.2	-1.0
COc1ccc(S(=O)(=O)NCCc2c[nH]c3ccc(Cl)cc23)cc1	-10.7	-0.3	35.0*	14.1	8.2	0.931	5.0	-1.7

(listing goes on)
Structure	ATG4B inh	MPTP inh	NR3A LBD binder	PfG6PD inh	SENP6 block	hIAP act	SENP8 block	SENP1 inh
Cn1cc(Cl)c(C(=O)OCC(=O)Nc2nc(-c3ccc(Br)cc3)cs2)n1	-13.9	8.2	3.5	14.8	-34.7	0.976	21.8	1.5
COc1cccc(C(=O)OCC(=O)N2CCC(Cc3ccccc3)CC2)c1OC	-6.3	-0.4	1.2	-12.9	-6.3	0.892	-4.4	0.5
CC(C)(C)C(=O)/C(=C/c1ccncc1)n1cncn1	-4.7	1.2	1.6	2.4	-3.0	0.948	13.1	-1.3
CCOc1ccc(Br)cc1S(=O)(=O)Nc1cccc(S(=O)(=O)Nc2ccccc2C(=O)O)c1	7.8	1.3	1.0	-18.4	-1.9	0.865	-8.3	0.0
O=S(=O)(Nc1ccc2ccccc2n1)c1ccccc1	9.1	-0.5	-0.6	-1.6	-10.9	0.906	-314.0	-0.1
CCOC(=O)Cn1c(=O)oc2cc(S(=O)(=O)N(CCN(C)C)Cc3ccccc3)ccc21	3.5	3.6	0.8	-6.6	-21.9	0.969	10.5	-2.7
CCc1ccc([C@H]2C(C(=O)O)=C[C@@H](CC)N2S(=O)(=O)c2ccc(C)cc2)cc1	1.3	-0.7	-1.9	10.3	-2.0	1.07	15.8	-0.4
CCOC(=O)c1c(NC(=O)CS(=O)(=O)c2cn(CC)c3ccccc23)sc2c1CCCCC2	9.7	2.5	-26.6	14.8	3.4	1	-6.4	-1.0
Cc1nc(=S)c2c([nH]1)-c1ccccc1CC21CCCCC1	4.2	0.6	-2.3	1.4	-7.6	1.18	19.9	0.6
O=C(CN1CCCCC1)NNc1nc(-c2ccccc2)c2cc(Br)ccc2n1	-2.6	-5.3	-2.9	-1.6	-2.2	1.39	-2.9	3.8
Cc1ccc(-c2ccccc2NC(=O)CCl)o1	-6.8	-2.6	-5.3	-10.3	-21.5	0.988	-36.0	-1.7
Oc1c(Br)cc(Br)cc1CNc1ccc(F)cc1	6.1	77.8*	10.8*	3.7	3.7	0.853	9.9	-34.8

Further structures follow:
Structure	ATG4B inh	MPTP inh	NR3A LBD binder	PfG6PD inh	SENP6 block	hIAP act	SENP8 block	SENP1 inh
COCCn1c(SCC(=O)/C=C2\N(C)c3ccccc3C2(C)C)nnc1-c1ccncc1	-0.8	0.1	-0.8	9.5	-14.1	0.89	-60.2	-0.1
CCOc1ccc(Br)cc1S(=O)(=O)Nc1cccc(S(=O)(=O)N(C)C)c1	-4.1	0.5	-5.7	-4.9	5.5	0.9	14.7	1.0
CC(=O)Cc1nsc(NC(=O)c2ccc(Br)o2)n1	-2.4	-1.0	-0.7	0.0	-27.3	1.13	15.8	-0.9
CCCCC1(Cc2ccc([N+](=O)[O-])cc2)C(=O)N(c2ccccc2)N(c2ccccc2)C1=O	-0.3	44.1	0.1	12.8	-5.1	0.884	16.2	1.1
O=C(O)Cn1c(CCS(=O)(=O)c2ccc(Br)cc2)nc2ccccc21	-7.8	0.6	-2.2	-0.7	-3.7	1.01	11.6	-0.2
COc1ccc(NC(C)=O)cc1NC(=O)CN1CCN(CC(=O)Nc2ccccc2Cl)CC1	-11.0	0.4	-8.1	-1.3	-12.0	1.18	7.2	1.2
CC1(C)CC(=O)C=C(NCCN2CCNCC2)C1	-11.2	nt	-0.3	7.5	5.9	1.06	nt	nt
O=C(COC(=O)c1ccc(S(=O)(=O)N2CCOCC2)cc1)NCc1ccco1	nt	-0.7	nt	5.2	nt	nt	21.7	-0.3
CCOC(=O)c1oc2ccccc2c1NC(=O)COc1cccc(OC)c1	2.1	-0.1	4.3	-8.1	-11.1	1.16	-33.3	-0.8
CCC(CC)Nc1ccc(C(CC(N)=O)NC(=O)Cc2cccc3ccccc23)cc1[N+](=O)[O-] (stereo not given)	-8.7	1.1	-11.1	0.0	-18.7	0.855	23.8	3.0
O=C(NCc1cccnc1)c1cccc2c1C(=O)N(C1CCCCC1)C2	-13.7	-4.8	-0.6	3.6	-1.9	0.953	23.2	0.0
Cc1nnc(NC(=O)c2nc(S(=O)(=O)Cc3ccccc3)ncc2Cl)s1	1.9	-0.1	1.9	3.7	13.9	1.05	11.6	1.9
Cc1ccc(NC(=O)c2ccc(NCCCN3CCC(C)CC3)c([N+](=O)[O-])c2)c(C)c1	0.1	0.0	0.2	-9.8	-10.6	0.992	2.8	-11.2
COc1ccc(CNC(=O)COC(=O)CCn2c(C)csc2=O)cc1OC	-6.0	-0.2	-0.6	-5.1	-3.2	1.08	-1.6	-0.7
CC(=O)OCCNc1cc(Sc2nc3ccccc3[nH]2)c2nonc2c1[N+](=O)[O-]	0.1	0.2	-16.1	65.0*	nt	nt	35.6	-24.8
